S-ASM inh = inhibitors of human secretory acid sphingomyelinase. placental ASM, HMU-PC fluorogenic substrate, 60 min. 0.006% of 340,000 active. P17405. Potency, µM (series often up to 57.5 µM), for the others: at the highest dose activity change, negative = inhibition, usual class: inhibitors; also: potency is read from the fitted curve at half-maximal effect
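Human placenta-derived ASM enzyme was preincubated with compound for 10 minutes at room temperature, then given fluorogenic substrate HMU-PC0 (9 uM final) for 60 minutes at 37 °C; a pH 10 stop preceded fluorescence reading at Ex 386/Em 447 nm.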
KCNH2 WT inh = inhibitors of human wildtype KCNH2 potassium channel; Q12809; U2OS, BacMam KCNH2, thallium flux FluxOr; active compounds read low; activity change, % at 1.84 µM; 0.37% of 340,000 active; AID 720551;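 active = maximum activity change below -70%; inconclusive = maximum activity change between -70% and -50%; inactive = maximum activity change above -50%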; also: % is scaled to controls: 0 for no effect and ±100 for the full control effect
Target sequence (Q12809 whole entry, looked up): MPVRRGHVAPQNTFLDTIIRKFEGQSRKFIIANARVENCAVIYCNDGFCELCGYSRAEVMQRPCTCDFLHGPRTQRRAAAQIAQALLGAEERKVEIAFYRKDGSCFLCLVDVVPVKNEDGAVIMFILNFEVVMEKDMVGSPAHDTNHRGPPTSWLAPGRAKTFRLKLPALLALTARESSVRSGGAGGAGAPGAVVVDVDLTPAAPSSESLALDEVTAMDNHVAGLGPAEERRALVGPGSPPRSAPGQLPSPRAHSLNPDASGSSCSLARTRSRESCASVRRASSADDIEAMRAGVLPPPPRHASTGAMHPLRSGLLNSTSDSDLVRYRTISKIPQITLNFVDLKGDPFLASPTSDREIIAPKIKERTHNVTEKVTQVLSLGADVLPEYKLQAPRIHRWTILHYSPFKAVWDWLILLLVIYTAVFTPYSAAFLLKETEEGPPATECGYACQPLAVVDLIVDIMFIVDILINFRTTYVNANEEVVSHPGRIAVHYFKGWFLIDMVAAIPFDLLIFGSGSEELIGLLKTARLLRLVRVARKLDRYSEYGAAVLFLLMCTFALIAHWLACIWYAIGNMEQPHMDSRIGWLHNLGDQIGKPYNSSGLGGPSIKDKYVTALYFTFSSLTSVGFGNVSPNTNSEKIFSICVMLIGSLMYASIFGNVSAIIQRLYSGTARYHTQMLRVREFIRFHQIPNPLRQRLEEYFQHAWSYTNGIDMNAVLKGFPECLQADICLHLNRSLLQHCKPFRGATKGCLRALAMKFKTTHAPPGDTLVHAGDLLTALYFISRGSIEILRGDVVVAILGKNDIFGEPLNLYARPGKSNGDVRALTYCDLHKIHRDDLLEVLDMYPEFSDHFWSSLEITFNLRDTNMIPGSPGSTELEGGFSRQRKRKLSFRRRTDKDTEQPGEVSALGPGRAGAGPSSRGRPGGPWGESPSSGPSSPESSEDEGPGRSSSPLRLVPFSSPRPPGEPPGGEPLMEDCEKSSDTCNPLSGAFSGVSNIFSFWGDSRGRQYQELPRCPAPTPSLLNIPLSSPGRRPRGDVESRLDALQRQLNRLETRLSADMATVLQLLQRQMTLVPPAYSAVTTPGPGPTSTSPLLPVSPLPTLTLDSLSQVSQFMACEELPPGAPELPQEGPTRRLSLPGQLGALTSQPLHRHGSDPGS
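U2OS cells transduced with wild-type KCNH2 virus are loaded with FluxOr dye for 45 min, and thallium flux is measured in kinetic reads before and after stimulation buffer. Rate constants are normalized to DMSO controls.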
Mito fusion act = blocks mitochondrial division or promotes mitochondrial fusion. S. cerevisiae fusion-defective mutant growth rescue, CellTiterGlo 48 h. 0.23% of 320,000 active. Potency, µM (series often up to 46.1 µM), inactives show at the top dose growth rescue (activation), most hits filed as activators;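 also: potency is read from the fitted curve at half-maximal effect; % of control where 0% means no effect; nearly all actives have a fitted effect of over 45% in size; temperature-sensitive fusion mutants such as fzo1-1 at 37 °C on non-fermentable ethanol glycerol medium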
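S. cerevisiae fusion-defective temperature-sensitive mutants (e.g. fzo1-1, mgm1-5) grown 48 h at 37C in YPEG (ethanol/glycerol non-fermentable) medium with 23 nl compound per well; growth rescue read as CellTiterGlo luminescence.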
BCR signal inh = inhibitors of chronic active B-cell receptor signaling; ABC-DLBCL IkBa-CBG/CBR reporter, luminescence ratio, 4 h; Potency, µM (top dose mostly 46.1 µM), inactives show at the highest dose ratio change, negative = lower green/red ratio, actives largely listed as inhibitors; 0.05% of 340,000 active; AID 493014; active = well fitted inhibition curve with a large enough effect in the signal ratio, with a control signal flat, not every such curve was filed as active; inconclusive = small, poorly fitted or top-dose-only effect, or effect the other way, or a change in a side signal; the % refers to the signal ratio;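 also: potency is read from the fitted curve at half-maximal effect; plate controls were basal doxycycline-induced cells for no effect and cells given 10 µM MG132 for full effect; MG132 reads +100%, hits lower the ratio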
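Compounds up to 46 uM were incubated four hours with TMD8 cells whose green CBG68 luciferase is fused to IkappaBalpha; red CBR luminescence normalised the signal, and concentration-effect curves were fitted to fusion, red and ratio data.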
TSHR antag = antagonists of human thyroid stimulating hormone receptor | 0.2% of 330,000 active | activity change, negative = inhibition, % at 11.5 µM | TSHR-expressing cells, TSH-stimulated cAMP HTRF, 2 h; active compounds read low | P16473;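 active = activity change below a set negative limit, meaning inhibition stronger than a set level, cut at about -70% in these data; inconclusive = activity change between two set negative limits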; also: % is scaled to controls: 0 for no effect and ±100 for the full control effect
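Inhibition of cAMP made by TSHR-expressing cells under TSH stimulation (4nM final, EC80; 2 h, 37 deg C) is quantified with a one-step lysis HTRF kit, anti-cAMP cryptate versus cAMP-d2.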
GALK inh = blocks human galactokinase activity; P51570; Purified GALK, Kinase-Glo residual ATP luminescence; Potency, µM (series often up to 57.5 µM), for the others: top-dose activity change, negative = inhibition, actives largely listed as inhibitors; 0.007% of 270,000 active; AID 1868; also: potency is read from the fitted curve at half-maximal effect; % is scaled to controls: 0 for no effect and ±100 for the full control effect
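Compounds were pin-transferred into ATP buffer (35 uM final), then GALK plus galactose (5 nM, 100 uM final) was added. After 1 h at room temperature, Kinase-Glo Plus was added and luminescence read after 10 min.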
PKM2 act = activators of human pyruvate kinase M2; purified PKM2, Kinase-Glo ATP luminescence, activation; response scale: 0% is enzyme alone, no compound; Potency, µM (titrated, usually from 57.5 µM), for inactives: at the highest dose activation, most hits filed as activators; 0.34% of 260,000 active; AID 1631; also: potency is read from the fitted curve at half-maximal effect; % is scaled to controls: 0 for no effect and ±100 for the full control effect; nearly all actives have a fitted effect of over 55% in size
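hPK-M2, >95% pure; 0.1 mM ADP / 0.5 mM PEP final; imidazole pH7.2 buffer w/ 7 mM MgCl2, 50 mM KCl; 1 h RT; Kinase-Glo lum. Intermediate enzyme activity for dual inhibitor/activator qHTS.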
Eya2 inh = blocks the phosphatase activity of human Eya2 | O00167 | recombinant Eya2, OMFP fluorescence dephosphorylation (OMFP is methylfluorescein phosphate) | Potency, µM (titrated, usually from 76.9 µM), without a hit: at the highest dose activity, negative = inhibition, actives largely listed as inhibitors | 0.006% of 330,000 active | AID 488837; also: potency is read from the fitted curve at half-maximal effect; % is scaled to controls: 0 for no effect and ±100 for the full control effect
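Eya2 protein (added as 0.2 uM solution) was preincubated with compound for 10 min at ambient temperature in 50 mM HEPES pH 7.5, 50 mM NaCl, 5 uM MgCl2, 0.05% BSA, 1 mM DTT. OMFP (added at 50 uM) then reacted 10 min; fluorescence read at 485/525 nm.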
MBNL1 CUG block = inhibitors of human MBNL1 binding to CUG repeat RNA | Q9NR56 | Potency, µM (titrated, usually from 57.5 µM), for the others: at the top dose activity change, negative = inhibition, actives largely listed as inhibitors | TR-FRET MBNL1-His/biotin-(CUG)12 binding, 665/545 ratio | 0.036% of 280,000 active | AID 2675; active = well fitted inhibition curve with a large enough effect in the signal ratio, with a control signal flat, not every such curve was filed as active; inconclusive = small, poorly fitted or top-dose-only effect, or effect the other way, or a change in a side signal; inactive = no such curve, though single readings can be large or run the other way; the % refers to the signal ratio; also: potency is read from the fitted curve at half-maximal effect; % is scaled to controls: 0 for no effect and ±100 for the full control effect
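His-tagged MBNL1 binding to biotinylated (CUG)12 RNA was measured by TR-FRET using terbium anti-His antibody (0.055 ng/ul final) and streptavidin-XL665 (5 nM final). Compounds were titrated 92 nM to 58 uM; 60 min at room temperature.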
USP2a block = USP2a (human) protease inhibition; O75604; USP2 core, Ub-CHOP2 coupled fluorogenic reporter, 485/531; Potency, µM (doses to about 38.3 µM), for the others: top-dose activity change, negative = inhibition, actives largely listed as inhibitors; 0.01% of 330,000 active; AID 463254;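 also: potency is read from the fitted curve at half-maximal effect; plate controls were DMSO wells for no effect and full inhibition by NEM control for full effect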
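USP2 core (10nM final) preincubated 30min RT with compound in 20mM Tris-HCl pH 8.0, 2mM CaCl2, 2mM beta-mercaptoethanol, 0.05% CHAPS; 25nM Ub-CHOP2 plus 25nM reporter substrate added, fluorescence (Ex485/Em531) read after 60min.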
Menin MLL FP TR = inhibitors of human menin-MLL interaction, mutant MLL peptide. 0.23% of 270,000 active. Menin + Texas Red MLL mutant peptide, fluorescence polarization. O00255. Potency, µM (doses to about 61.6 µM), for inactives: top-dose FP activity change, negative = inhibition, most hits filed as inhibitors; active = well fitted inhibition curve with a large enough effect in the polarisation, with a control signal flat, not every such curve was filed as active; inconclusive = small, poorly fitted or top-dose-only effect, or effect the other way, or a change in a side signal; inactive = no such curve, though single readings can be large or run the other way; the % refers to the polarisation; also: potency is read from the fitted curve at half-maximal effect; % of control where 0% means no effect; many of its hits are not listed in these tables
* = called active by the depositor; i = inactive; u = inconclusive; x = not tested or not shown; [ ] = another dose, or the depositor's remark. Unless noted, calls follow the shape of the dose curve; as a rule, active = well fitted curve in the direction sought with a large enough effect; inconclusive = small, poorly fitted or top-dose-only effect, or another doubt; inactive = no such curve, though single readings can be large; an effect the other way counts as inactive or inconclusive. Only part of the results is shown; rates above refer to the full screens.

SMILES | S-ASM inh | KCNH2 WT inh | Mito fusion act | BCR signal inh | TSHR antag | GALK inh | PKM2 act | Eya2 inh | MBNL1 CUG block | USP2a block | Menin MLL FP TR
C=CCOc1ccc(CNn2cn[nH]c2=S)cc1OCC | 7% | 1 | -3% | u | -18 | -4% | -3% | 6% | 7% | 2% | -11%
Cc1ccc(Cl)cc1N1CCN(C(=O)C(C)n2ncn3cccc3c2=O)CC1 (stereo unspecified) | -6% | 5 | 10% | u | -19 | x | 1% | u | 2% | 4% | -24%
CSc1nnc(SCc2nc3sc(C(=O)O)c(C)c3c(=O)[nH]2)s1 | 10% | 1 | 2% | u | -5 | x | 23% | 1% | -6% | u | x
Cc1ccccc1-n1c(C)nnc1SC(C)C(=O)NCC1CCCO1 (stereo unspecified) | 3% | 4 | -4% | 1% | 2 | x | x | -5% | x | 3% | x
CN(C)c1cccc(C(=O)OCC(=O)Nc2nccs2)c1 | 5% | -7 | -9% | -1% | -1 | 0% | 0% | -4% | 12% | 2% | 1%
c1ccc2c(c1)OCC(c1csc3ncnc(N4CCCCC4)c13)O2 (stereo unspecified) | -19% | -27 | -1% | 3% | -32 | -3% | 3% | 3% | -2% | 3% | 1%
CCOc1ccc2nc(SCC3CC3(Cl)Cl)[nH]c2c1 (stereo unspecified) | -3% | 1 | -3% | u | -8 | -3% | 1% | -10% | -14% | 2% | x
COc1ccc(-c2noc(N3CCC(C(=O)Nc4ccccc4F)CC3)n2)cc1 | 3% | -2 | -5% | 4% | 6 | x | -2% | -1% | -5% | 1% | 33%[activator]
O=C(Cn1cc(C(=O)C(F)(F)F)c2ccccc21)N1CCOCC1 | -3% | -6 | 1% | -3% | 3 | 0% | -4% | 2% | -5% | 3% | -2%
CC1Cc2ccccc2N1C(=O)CN1C(=O)NC(C)(c2ccc3c(c2)OCCO3)C1=O (stereo unspecified) | 0% | -3 | 0% | u | 9 | -3% | -14% | 16% | 0% | -3% | 3%
O=C(Nc1ccccc1F)c1ccc(Cn2cc(Cl)cn2)cc1 | -4% | i | 16% | u | 16 | 3% | -11% | -1% | -5% | 0% | 5%
COc1cc(N2CCOCC2)ccc1C=C(C#N)C#N | -1% | -3 | 5% | 0% | -2 | -2% | 0% | 4% | -9% | 0% | -11%
Cc1ccc(SCCC(=O)OC(C(=O)NC(N)=O)C(C)C)cc1 (stereo unspecified) | 2% | -5 | 6% | -5% | 9 | 0% | 1% | 10% | -7% | 7% | -9%
CCC(CC)c1nnc(NC(=O)CN2C(=O)NC3(CCCC3)C2=O)s1 | 1% | 3 | 0% | -2% | 18 | -4% | 0% | -7% | 1% | -1% | x
Cc1nc(CNS(=O)(=O)c2ccc3ccccc3c2)cs1 | 2% | -5 | 3% | -10% | 0 | 3% | 0% | 12% | 9% | 0% | -3%
O=C(CNS(=O)(=O)c1ccc(Cl)cc1)OCC(=O)N1CCCc2ccccc21 | 3% | -1 | 3% | 7% | -8 | 0% | -10% | 8% | -5% | 3% | -18%
Cc1csc(=O)n1CCC(=O)OCC(=O)NNC(=O)c1ccc(Cl)cc1 | 4% | 36 | 3% | -12% | 27 | x | x | 9% | x | 1% | x
CCOc1ccc(CCNC(=O)CS(=O)(=O)Cc2nc(-c3ccccc3F)oc2C)cc1 | -3% | 0 | -3% | 1% | -11 | -1% | x | 4% | 3% | 0% | x
CCN(CC)C(=O)CSc1nc2c(sc(=S)n2CC)c(=O)n1-c1ccccc1 | -2% | -2 | 8% | 20% | -6 | 3% | 1% | 4% | 5% | 2% | -1%
Cc1cc(C)cc(N(C(=O)c2csnn2)C(C(=O)NC2CCCCC2)c2ccccn2)c1 (stereo unspecified) | -1% | 0 | -16% | 3% | 17 | 2% | 3% | 0% | -6% | -2% | -6%
CCC(=O)c1c(CC)c2n3c1CC[C@H]3CCC2 | 1% | -17 | 12% | 1% | -8 | x | x | 0% | x | 3% | x
Cc1ccc(C(C(=O)NC2CCCC2)N(C(=O)Cc2cccs2)c2cccc(C)c2C)o1 (stereo unspecified) | -5% | -21 | -2% | 2% | 75 | -2% | 4% | -15% | -5% | 5% | u
COc1cccc(N2CCN(Cc3nc(N)nc(Nc4ccccc4OC)n3)CC2)c1 | 3% | 4 | -1% | u | 0 | 1% | -8% | 5% | -3% | -4% | -1%
CSCCC(NC(=O)c1ccc(Cl)cc1)C(=O)OCC(=O)N1CCCC1=O (stereo unspecified) | -2% | 3 | 1% | -1% | -11 | x | x | 4% | x | -1% | x
CCOc1ccc(CC(=O)N2CCN(c3ccc(N4CCOCC4)nn3)CC2)cc1OCC | 349%[activator] | -4 | 1% | -1% | 6 | -2% | -3% | 17% | 14% | 1% | -4%
COc1ccc(-c2nc3ncnn3cc2C)cc1F | 2% | 3 | u | 1% | 17 | 0% | -1% | 2% | 5% | 2% | 11%
Cc1cc(/C=C2/SC(=O)N(CC(=O)N3CCOCC3)C2=O)c(C)n1-c1ccccc1F | 5% | -11 | 6% | -12% | 2 | 3% | -8% | -7% | 13% | 2% | -15%
CCc1ccc(OCC2c3cc(OC)c(OC)cc3CCN2C(=S)NC)cc1 (stereo unspecified) | -24% | -7 | 1% | u | -7 | -4% | -22% | -21% | 2% | -1% | 37%[activator]
COc1ccc(-c2nc3ccc(C(=O)NCC(OC)OC)cc3nc2-c2ccc(OC)c(OC)c2)cc1OC | 14% | -5 | -2% | -11% | 0 | x | x | -1% | u | 4% | -5%
C/C=C/C(=O)OCC(=O)Nc1cccc(Br)c1 | -1% | -1 | 6% | 5% | 12 | 0% | 8% | 1% | x | 0% | 0%
Cc1cccc(C(=O)N=C2SC3CS(=O)(=O)CC3N2c2ccccc2)c1 (stereo unspecified) | -2% | -23 | -6% | 10% | 11 | x | x | -15% | x | -1% | x
CCOC(=O)c1cc2sccc2n1CC(=O)C(C)(C)C | 5% | -4 | -1% | u | 12 | 0% | 2% | 0% | -11% | 1% | 10%
Cc1cc(-c2nnc(SCC(=O)Nc3ccc(Br)cc3F)n2N)n[nH]1 | -3% | 5 | 1% | 1% | -14 | -3% | x | -1% | 0% | 3% | x
COc1cccc(C(=O)Oc2ccc(N3C(=O)CCC3=O)c(C)c2)c1 | 0% | -1 | -3% | -1% | -15 | -1% | 1% | -4% | 4% | 1% | -5%
COc1cc2c(cc1NC(=O)CN1C(=O)NC3(CCc4ccccc43)C1=O)oc1ccccc12 (stereo unspecified) | -24% | -2 | u | u | -10 | 4% | 3% | -14%[15.4 µM] | 11% | -4% | -27%
CCn1cc(/C=N/NC(=O)c2ccc(C#N)cc2F)c2ccccc21 | -2% | 13 | -3% | -12% | 6 | -4% | -5% | 0% | 13% | 3% | 9%
Cc1nc2cc(NC(=O)c3ccc(Cl)cc3)ccc2n1C | 0% | 32 | 5% | u | 48 | -7% | 1% | 2% | -6% | 1% | -10%
Cc1ccc(C2(C(F)(F)F)N=C3Sc4cc(C)ccc4N3C(=O)N2)cc1 (stereo unspecified) | x | x | 17% | 0% | -3 | 1% | 27% | 6% | 0% | -1% | u
CC(=O)c1c(C)[nH]c(C(=O)COC(=O)CCSc2ccccc2)c1C | -11% | 6 | 3% | u | -1 | x | 2% | -2% | -7% | 1% | 2%
Cc1c(NC(=O)C(C)SC(=S)N2CCCC2)c(=O)n(-c2ccccc2)n1C (stereo unspecified) | 6% | -6 | -11% | -1% | -3 | x | x | -4% | x | 0% | x
Cc1cccc(NC(=O)C2CCN(C(=O)c3ccc(Cl)cc3)CC2)n1 | 1% | 15 | -1% | 12% | -2 | x | x | 11% | x | 2% | x
COc1cccc(CN2CC(C(=O)N3CCCC3)CCC2=O)c1 (stereo unspecified) | 4% | -8 | 3% | 1% | 6 | 0% | x | 10% | -1% | 4% | x
CC1(C)CC2CC(C)(CN2C(=O)COC(=O)CNC(=O)c2ccc(Cl)c(Cl)c2)C1 (stereo unspecified) | u | 1 | 0% | 2% | 11 | 0% | -2% | -12% | -15% | 1% | -2%
Cc1ccc(NC(=S)N(CCN(C)C)C(C)c2ccco2)cc1C (stereo unspecified) | 6% | -16 | -2% | 0% | 19 | 1% | 3% | 5% | x | 2% | 11%

Screening results: PubChem, National Center for Advancing Translational Sciences (NCATS)
